Assay outcomes (PubChem)
TCR act: Activators of T cell receptors: qHTS campaign | Potency, µM (top dose mostly 9.22 µM), inactives show at the highest dose activation of IL-2 secretion, actives largely listed as activators | 330,000 tested, under 10 active | AID 504894, 2011 | primary human leukocytes, anti-CD3, IL-2 HTRF, 48 h; note: % of control where 0% means no effect
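48 hr co-incubation of compounds, a-CD3 beads and primary human leukocytes; IL-2 quantified homogeneously by HTRF with anti-IL-2 K and d2 conjugates.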
KCNH2 3.1 inh: qHTS for Inhibitors of KCHN2 3.1: Mutant qHTS; activity change, % (tested at about 1.8 µM); Potassium voltage-gated channel subfamily H member 2, brain isoform KCNH2 3.1 (human); U2OS KCNH2 3.1, thallium flux FluxOr; stronger effect = lower value; 340,000 compounds, 0.95% hits; AID 720553, 2013;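 active = maximum activity change below -70%; inconclusive = maximum activity change from -70% to -50%; inactive = maximum activity change above -50%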;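 note: thallium influx rate constant from kinetic fluorescence after stimulation buffer; % is set by controls: 0 for no effect and ±100 for the full control effect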
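FluxOr-based Tl+ influx in U2OS cells transduced with KCNH2 3.1 virus; rate constants normalized to DMSO controls.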
Eya2 inh: qHTS Assay for Inhibitors of the Phosphatase Activity of Eya2 | recombinant Eya2, OMFP fluorescence dephosphorylation (OMFP is methylfluorescein phosphate) | Protein phosphatase EYA2 (Homo sapiens), O00167 | 330,000 compounds, 0.006% hits | AID 488837, 2010 | Potency, µM (series often up to 76.9 µM), without a hit: at the highest dose activity, negative = inhibition, hits mostly inhibitors; note: potency is the fitted concentration of half-maximal effect; % is set by controls: 0 for no effect and ±100 for the full control effect
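Eya2 protein (added as 0.2 uM solution) was preincubated with compound for 10 min at ambient temperature in 50 mM HEPES pH 7.5, 50 mM NaCl, 5 uM MgCl2, 0.05% BSA, 1 mM DTT. OMFP (added at 50 uM) then reacted 10 min; fluorescence read at 485/525 nm.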
TRPV1 ag: HTS Assay for Compounds that Act as Agonists of the Vanilloid Receptor 1; Transient receptor potential cation channel subfamily V member 1 (Homo sapiens), Q8NER1; TRPV1-expressing cells, Fluo-8 calcium influx, agonist mode; activation, % at 8.33 µM; 320,000 compounds, 0.19% hits; AID 540275, 2011; in the data active = activation above about 80%; inconclusive = between about 30% and that limit; note: 0% is about no effect
Target sequence (Q8NER1 whole entry, looked up): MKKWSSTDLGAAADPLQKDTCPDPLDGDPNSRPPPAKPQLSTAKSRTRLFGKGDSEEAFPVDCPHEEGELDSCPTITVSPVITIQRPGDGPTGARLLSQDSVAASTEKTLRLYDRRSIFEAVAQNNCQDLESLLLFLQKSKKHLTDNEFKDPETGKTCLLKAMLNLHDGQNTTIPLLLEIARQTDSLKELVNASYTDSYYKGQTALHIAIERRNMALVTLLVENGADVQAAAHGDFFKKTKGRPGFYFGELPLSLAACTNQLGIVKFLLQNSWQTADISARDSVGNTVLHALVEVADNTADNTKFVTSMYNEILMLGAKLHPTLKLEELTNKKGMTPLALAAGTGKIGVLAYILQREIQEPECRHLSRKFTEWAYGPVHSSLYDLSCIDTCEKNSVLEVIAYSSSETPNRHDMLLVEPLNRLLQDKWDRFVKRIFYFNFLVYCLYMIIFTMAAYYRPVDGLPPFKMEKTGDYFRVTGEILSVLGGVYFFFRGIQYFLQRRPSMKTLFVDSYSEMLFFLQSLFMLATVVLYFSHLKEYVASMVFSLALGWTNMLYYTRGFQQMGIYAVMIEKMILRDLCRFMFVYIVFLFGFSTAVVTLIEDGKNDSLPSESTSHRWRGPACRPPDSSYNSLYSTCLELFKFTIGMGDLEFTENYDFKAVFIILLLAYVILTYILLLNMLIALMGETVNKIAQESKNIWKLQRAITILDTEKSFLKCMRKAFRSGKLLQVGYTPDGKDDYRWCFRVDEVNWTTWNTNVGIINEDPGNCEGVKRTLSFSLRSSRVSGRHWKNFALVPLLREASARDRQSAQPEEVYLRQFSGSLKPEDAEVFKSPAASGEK
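Fluo-8 calcium influx in TRPV1-expressing cells, kinetic read (ex 480/em 520 nm). Compound added and read 3 min for agonist activity, followed by capsaicin at EC20 final and 2 min further read for enhancement.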
TSHR antag: Antagonists of the Thyroid Stimulating Hormone Receptor: HTS campaign; Thyrotropin receptor (Homo sapiens), P16473; TSHR-expressing cells, TSH-stimulated cAMP HTRF, 2 h; stronger effect = lower value; activity change, negative = inhibition, % at 11.5 µM; 330,000 compounds, 0.2% hits; AID 504810, 2011;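 active = activity change below a set negative limit, meaning inhibition stronger than a set level, cut at about -70% in these data; inconclusive = activity change between two set negative limits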; note: % is set by controls: 0 for no effect and ±100 for the full control effect
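TSHR-expressing cells were treated with compounds, then stimulated with TSH at EC80 (4nM final) for 2 hours at 37 deg C. Cellular cAMP was measured by HTRF competition between lysate cAMP and cAMP-d2 for a cryptate-labelled anti-cAMP antibody.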
ELG1 repair inh: qHTS screen for small molecules that inhibit ELG1-dependent DNA repair in human embryonic kidney (HEK293T) cells expressing luciferase-tagged ELG1. HEK293T ELG1-luciferase reporter, luminescence, 16 h; DNA damage induced by 5-fluorouridine. Potency, µM (highest dose often 46.1 µM), for the others: top-dose activity change, negative = inhibition, usual class: inhibitors. 330,000 compounds, 2.3% hits. AID 504467, 2011; note: potency is the fitted concentration of half-maximal effect; % is set by controls: 0 for no effect and ±100 for the full control effect; nearly all actives have a fitted effect of over 55% in size
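Step one: seed 2,000 cells per well. Step two: pin-transfer compound or DMSO alongside 5-fluorouridine. Step three: incubate 16 hr, 37 °C, 5% CO2. Step four: add ONE-Glo, wait 30 min, read luminescence.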
KCNH2 WT inh: qHTS for Inhibitors of KCHN2 3.1: Wildtype qHTS. Voltage-gated inwardly rectifying potassium channel KCNH2 (Homo sapiens), Q12809. U2OS, BacMam KCNH2, thallium flux FluxOr; stronger effect = lower value. activity change, % at 1.84 µM. 340,000 compounds, 0.37% hits. AID 720551, 2013;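 active = maximum activity change below -70%; inconclusive = maximum activity change between -70% and -50%; inactive = maximum activity change above -50%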; note: % is set by controls: 0 for no effect and ±100 for the full control effect
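U2OS cells were transduced with wild-type KCNH2 virus (2.03 x 10^8 / mL) for 4 h at room temperature, then cultured overnight at 37 C. Thallium flux was read with FluxOr dye. Rate constants were normalized to DMSO controls.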
Mito fusion yeast: qHTS Assay for Small Molecule Inhibitors of Mitochondrial Division or Activators of Mitochondrial Fusion; S. cerevisiae fusion-defective mutant growth rescue, CellTiterGlo 48 h; Potency, µM (titrated, usually from 46.1 µM), inactives show at the highest dose growth rescue (activation), actives largely listed as activators; 320,000 compounds, 0.23% hits; AID 485298, 2010;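 note: potency is the fitted concentration of half-maximal effect; % of control where 0% means no effect; nearly all actives have a fitted effect of over 45% in size; temperature-sensitive fusion mutants such as fzo1-1 at 37 °C on non-fermentable ethanol glycerol medium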
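Compounds are tested for their ability to restore growth of mitochondrial fusion-defective yeast strains at non-permissive 37C in YPEG medium over 48 hours. Viability is quantified by luciferase luminescence.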
USP2a block: qHTS Assay for Inhibitors of Ubiquitin-specific Protease USP2a Using CHOP2 as the Reporter; Potency, µM (doses to about 38.3 µM), for the others: at the highest dose activity change, negative = inhibition, hits mostly inhibitors; USP2 core, Ub-CHOP2 coupled fluorogenic reporter, 485/531; Ubiquitin carboxyl-terminal hydrolase 2 (Homo sapiens), O75604; 330,000 compounds, 0.01% hits;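 note: potency is the fitted concentration of half-maximal effect; plate controls were DMSO wells for no effect and full inhibition by NEM control for full effect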
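Cell-free coupled assay: 10nM USP2 core preincubated 30min RT with compound in Tris-HCl pH 8.0/CaCl2/CHAPS buffer, then 25nM Ub-CHOP2 and 25nM reporter substrate; fluorescence (Ex 485/Em 531) read after 60min RT, normalized to NEM inhibition, concentration-response curves fitted.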
A-T KAP1 phos: qHTS Assay for Identifying a Potential Treatment of Ataxia-Telangiectasia; […] A-T fibroblasts, KAP-1 phosphorylation AlphaLISA; neocarzinostatin DNA damage 30 min before lysis; Potency, µM (top dose mostly 57.5 µM), inactives show at the highest dose activation, actives largely listed as activators; 320,000 compounds, 0.19% hits; AID 485349, 2010; note: potency is the fitted concentration of half-maximal effect; % of control where 0% means no effect; nearly all actives have a fitted effect of over 45% in size
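hTERT-immortalized A-T patient fibroblasts ([…]), 500 cells/well in OPTI-MEM, 1% FBS, got compounds for 60 min, then NCS for 30 min at 37C. Lysates were then assayed for phospho-KAP-1 by AlphaLISA (anti-pKAP1 donor, anti-KAP1 acceptor beads), 6 hr at 25C.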
* hit, by the source's call; ? = inconclusive; . = no result given; [ ] = remark or other dose. Unless noted, calls come from the whole dose curve; as a rule, active = well fitted curve in the direction sought with a large enough effect; inconclusive = small, poorly fitted or top-dose-only effect, or another doubt; inactive = no such curve, though single readings can be large; an effect the other way counts as inactive or inconclusive. Some of the compounds tested; rates above refer to the full screens.

Under each structure – KCNH2 WT inh	Eya2 inh	USP2a block	Mito fusion yeast	ELG1 repair inh	TRPV1 ag	TCR act	TSHR antag	A-T KAP1 phos	KCNH2 3.1 inh
> COc1cccc(COc2nc3c(c(=O)n(C)c(=O)n3C)n2C)c1
  6	-5%	0%	6%	-18%	3	-15%	-5	0%	.
> O/N=C(/CCc1ccccc1)c1ccc2c(c1)OCCO2
  0	-20%	1%	28%	?	15	6%	2	2%	12
> COc1ccc(OC)c(C2=NOC(C(=O)NCCN3CCOCC3)C2)c1 (stereo not drawn)
  -14	7%	0%	-2%	-2%	-2	-8%	21	-1%	0
> N#CCC(=O)Nc1ccccc1C(=O)O
  10	1%	0%	6%	6%	0	-1%	-4	8%	28
> CC1(C)CC(=O)C(c2c[nH]c3ccccc23)C(=O)C1
  -1	-9%	-2%	4%	0%	-3	11%	7	15%	-3
> Cc1oc2ccc(OCC(N)=O)cc2c1C(=O)OC(C)C
  -7	-27%	-2%	7%	?	?	-5%	19	0%	6
> CN1CCCNc2nc3ccccc3nc21
  -4	1%	0%	-9%	?	10	-4%	-2	6%	18
> COc1cccc(CNC(=O)COC(=O)CNC(=O)c2ccc(-c3ccccc3)cc2)c1
  11	-1%	0%	0%	16%	7	0%	0	-1%	-4
> COc1ccc(/C(O)=C2/C(=O)C(=O)N(Cc3ccco3)C2c2cccs2)cc1 (stereo not drawn)
  .	-5%	4%	0%	10%	-2	5%	37	.	.
> COc1cccc(CN(C)C(=O)Nc2cccc(C(F)(F)F)c2)c1OC
  -4	-2%	3%	6%	-1%	15	4%[46.1 µM]	0	-3%	1
> O=S(=O)(NCCNS(=O)(=O)c1c(F)cccc1F)c1ccc2c(c1)OCCO2
  .	9%	3%	.	19%	.	-4%	0	4%	.
> Cc1cccc(N(CC(=O)NC2CCCCC2)C(=O)CCCC(=O)Nc2ccccn2)c1
  0	-3%	2%	-1%	-3%	-1	1%[46.1 µM]	11	7%	-1
> Cc1nc2ccc(Cl)cc2c(-c2ccccc2)c1CC(=O)O
  -7	5%	4%	-3%	-7%	-1	-3%	-3	-3%	10
> CCC(=O)Nc1cccc(NC(=O)c2cccc([N+](=O)[O-])c2)c1
  -8	-10%	0%	2%	-22%	-1	-2%	-4	1%	-7
> COc1ccc(CCNC(=O)C2CCC(=O)N(C3CC3)C2)c(OC)c1 (stereo not drawn)
  -7	-14%	2%	1%	3%	-7	1%	1	1%	10
> O=C(CN1CCN(S(=O)(=O)c2ccc(F)cc2)CC1)N1CCOCC1
  5	4%	0%	-4%	0%	-4	2%	13	22%	.
> CCOc1ccc(Nc2oc(-c3cccc(Cl)c3)nc2C#N)cc1
  5	-3%	-1%	-1%	?	-1	-3%	-14	.	3
> CCc1ccc(C(C)NC(=O)Cn2cnc3c(=O)n(C)c(=O)n(C)c32)cc1 (stereo not drawn)
  0	3%	1%	-4%	-23%	3	5%[46.1 µM]	1	4%	11
> Cc1ccc2c(c1)c1nnc(SCC(=O)Nc3ccccc3C(F)(F)F)nc1n2CC(=O)O
  2	-19%	3%	0%	-7%	1	-10%	8	-4%	3
> Cc1ccc(C(=O)OC(C)C(=O)Nc2ccc3c(c2)OCO3)c(O)c1 (stereo not drawn)
  -18	13%	1%	9%	?	?	-16%	5	8%	13
> Cc1csc(=O)n1CC(=O)OCC(=O)NCc1ccc(Cl)cc1Cl
  4	14%	0%	-2%	7%	3	0%	-6	1%	10
> Cc1c(C(=O)Nc2cccc(F)c2)cnn1-c1ccccc1
  -6	-13%	1%	2%	?	?	.	8	6%	1
> Cc1onc(-c2ccccc2)c1C(=O)N1CCN(c2ccccc2F)CC1
  16	0%	-1%	3%	-5%	0	-3%	-14	13%	19
> Cc1ccc(CNC(=O)C2(c3cccs3)CCOCC2)cc1
  -13	6%	7%	0%	0%	0	-4%[46.1 µM]	8	1%	-3
> Cc1ccc(S(=O)(=O)N(C)CC(=O)Nc2ccc3c(c2)OCO3)cc1
  -3	-2%	2%	-2%	8%	16	0%	-13	1%	1
> COc1ccc(-c2nn(-c3ccccc3)cc2C(=O)Nc2ccc(C(=O)O)cc2)cc1OC
  -14	-1%	0%	14%	?	0	-7%	-7	-5%	-2
> O=C(COC(=O)c1n[nH]c2ccccc12)NCCc1ccccc1
  -2	2%	3%	.	1%	.	-3%[46.1 µM]	4	6%	6
> CC(C)(C)OC(=O)N1CCC[C@H]1c1nnc(SCc2ccccc2)o1
  -1	-3%	4%	-2%	-6%	8	0%	-7	7%	15
> O=c1[nH]c(CN2CCN(C/C=C/c3ccccc3)CC2)nc2ccccc12
  28	-28%	-1%	-10%	-12%	-12	3%	-2	-2%	-31
> COc1ccc(C2CC(=O)C=C(NCc3ccc4c(c3)OCO4)C2)cc1 (stereo not drawn)
  7	2%	0%	2%	12%	9	9%	-3	-2%	25
> COc1cc(OC)cc(C(=O)NNC(=O)CCc2nc3ccccc3c(=O)[nH]2)c1
  -8	8%	0%	1%	18%	-2	4%	1	-7%	-4
> Cc1ccc(SCC(=O)OCC(=O)NCCCc2ccccc2)cc1
  -7	-22%	-2%	2%	-3%	11	.	-6	-1%	15
> C[C@@H]1C(=O)OC[C@H]1NC(=O)OCc1ccccc1
  -17	-2%	-1%	-3%	5%	5	2%	8	20%	9
> O=C(CN(C1CCCCC1)S(=O)(=O)c1ccccc1)NCC1CCCO1 (stereo not drawn)
  1	-7%	1%	8%	5%	1	-1%	0	-1%	-5
> CCCN(CC1CC1)C(=O)CSc1nnc(-c2ccco2)n1N
  .	-10%	-3%	-9%	23%	-3	.	8	-2%	.
> O=C(CSc1nnc(NC(=O)CN2CCOCC2)s1)Nc1ccccc1
  -4	3%	2%	2%	7%	0	-2%	5	0%	4
> CC(C)CNC(=O)C(=O)NCC1CCCN1S(=O)(=O)c1cccs1 (stereo not drawn)
  6	21%	-1%	2%	-2%	1	-1%	-3	-1%	-1
> Cc1ccc(N2C(=O)N(CC(=O)Nc3cc(C)cc(C)c3)C(=O)C2C)cc1 (stereo not drawn)
  -8	-6%	0%	-1%	?	9	1%	0	-2%	8
> Cc1ccc(Cl)cc1NC(=O)c1ccc(Cn2cc(Cl)cn2)cc1
  -5	-8%	-1%	20µM*	-27%	?	-4%[46.1 µM]	-4	11%	1

Seven compounds from above, arranged by length of the SMILES, high to low.
Under each structure – KCNH2 WT inh	Eya2 inh	USP2a block	Mito fusion yeast	ELG1 repair inh	TRPV1 ag	TCR act	TSHR antag	A-T KAP1 phos	KCNH2 3.1 inh
> Cc1ccc(S(=O)(=O)N(C)CC(=O)Nc2ccc3c(c2)OCO3)cc1
  -3	-2%	2%	-2%	8%	16	0%	-13	1%	1
> Cc1onc(-c2ccccc2)c1C(=O)N1CCN(c2ccccc2F)CC1
  16	0%	-1%	3%	-5%	0	-3%	-14	13%	19
> O=C(CSc1nnc(NC(=O)CN2CCOCC2)s1)Nc1ccccc1
  -4	3%	2%	2%	7%	0	-2%	5	0%	4
> O=C(COC(=O)c1n[nH]c2ccccc12)NCCc1ccccc1
  -2	2%	3%	.	1%	.	-3%[46.1 µM]	4	6%	6
> CCCN(CC1CC1)C(=O)CSc1nnc(-c2ccco2)n1N
  .	-10%	-3%	-9%	23%	-3	.	8	-2%	.
> Cc1c(C(=O)Nc2cccc(F)c2)cnn1-c1ccccc1
  -6	-13%	1%	2%	?	?	.	8	6%	1
> Cc1ccc(CNC(=O)C2(c3cccs3)CCOCC2)cc1
  -13	6%	7%	0%	0%	0	-4%[46.1 µM]	8	1%	-3
